TcdB inh: inhibitors of Clostridioides difficile toxin B glycohydrolase; P18177; TcdB glycohydrolase enzymatic assay, plate reader; inhibition, % at 9.99 µM; hit rate 0.24% among 350,000; in the data active = inhibition above about 10%
SSB-PriA inh: K. pneumoniae PriA-SSBct interaction inhibition; AlphaScreen SSBct-PriA binding, biotinylated peptide; inhibition, % at 33 µM; hit rate 0.6% among 430,000; AID 1272365; in the data active = inhibition mostly above about 37%, no sharp cut-off; inactive = mostly below about 20%;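 also: plate controls were negative control peptide for no effect and reference peptide for full effect; strong numbers were not always called active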
Anthrax LF prot: anthrax lethal factor protease inhibition. hit rate 0.12% among 360,000. inhibition, % at 10 µM. multiplex microsphere protease cleavage assay, LF; also: plate controls were buffer without enzyme for full effect and enzyme alone for no effect
Target sequence (P15917 whole entry, looked up): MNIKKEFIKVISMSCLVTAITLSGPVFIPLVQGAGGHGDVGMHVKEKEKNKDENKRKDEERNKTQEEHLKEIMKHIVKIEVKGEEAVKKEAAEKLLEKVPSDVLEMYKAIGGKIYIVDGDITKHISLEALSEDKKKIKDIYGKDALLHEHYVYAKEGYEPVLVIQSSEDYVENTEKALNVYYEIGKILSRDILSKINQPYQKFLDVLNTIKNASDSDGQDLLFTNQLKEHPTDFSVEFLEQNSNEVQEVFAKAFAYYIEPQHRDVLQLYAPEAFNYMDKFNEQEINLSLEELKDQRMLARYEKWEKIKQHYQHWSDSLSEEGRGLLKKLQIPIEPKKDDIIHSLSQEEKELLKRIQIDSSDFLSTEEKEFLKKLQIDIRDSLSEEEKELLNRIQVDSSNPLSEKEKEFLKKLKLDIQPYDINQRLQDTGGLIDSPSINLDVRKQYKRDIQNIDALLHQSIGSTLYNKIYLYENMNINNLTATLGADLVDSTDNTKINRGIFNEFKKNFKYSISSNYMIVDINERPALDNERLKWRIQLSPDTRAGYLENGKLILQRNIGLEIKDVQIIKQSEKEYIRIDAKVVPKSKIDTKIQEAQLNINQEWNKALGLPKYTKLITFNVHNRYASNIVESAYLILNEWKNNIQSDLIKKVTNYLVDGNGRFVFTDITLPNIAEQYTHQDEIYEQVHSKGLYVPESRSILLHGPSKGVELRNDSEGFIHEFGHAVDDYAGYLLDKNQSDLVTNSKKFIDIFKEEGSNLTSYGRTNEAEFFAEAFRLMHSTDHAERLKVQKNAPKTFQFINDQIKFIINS
PfHsp40 rescue: compounds rescuing yeast from Plasmodium falciparum HSP40 toxicity | S. cerevisiae expressing PfHsp40, growth rescue, ATP luminescence | growth rescue, % at 12.5 µM | hit rate 0.68% among 340,000 | AID 504582; in the data active = growth rescue above about 28%, passing the limit was not always enough;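 also: yeast W303a lacking pdr1 and pdr3 grown in galactose medium; growth measured after three days at 30 °C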
3CLpro inhibitor: SARS-CoV 3CLpro protease inhibition. P0C6X7. recombinant SARS-CoV 3CLpro, quenched FRET peptide cleavage. inhibition, % at 6 µM. hit rate 0.14% among 290,000; in the data active = inhibition above about 12%
BH1578 lux ind: inducers of Vibrio cholerae quorum light production without autoinducers; V. cholerae BH1578 lux reporter, luminescence, 6 h; hit rate 0.16% among 350,000; activation, % at 18.7 µM; in the data active = activation mostly above about 9.7%, no sharp cut-off; also: not every result past the cut was called active; inactives centre near 0; reference of the scale not given here
DUSP3 inh: inhibitors of human VHR1 phosphatase (DUSP3) | hit rate 0.52% among 290,000 | AID 1654 | inhibition, % at 13.3 µM | recombinant VHR phosphatase, pNPP absorbance | P51452; in the data active = inhibition above about 50%; also: some compounds called inactive have numbers as strong as hits
Target sequence (P51452 whole entry, looked up): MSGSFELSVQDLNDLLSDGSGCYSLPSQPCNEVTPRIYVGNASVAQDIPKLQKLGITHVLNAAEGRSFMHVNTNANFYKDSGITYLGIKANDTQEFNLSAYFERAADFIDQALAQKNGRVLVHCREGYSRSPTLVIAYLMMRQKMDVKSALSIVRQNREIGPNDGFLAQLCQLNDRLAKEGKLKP
BoNT A protease: blocks Botulinum neurotoxin A light chain protease; inhibition, % at 10 µM; AID 588499; multiplex microsphere protease substrate cleavage, flow cytometry; hit rate 0.17% among 360,000; also: plate controls were buffer without enzyme for full effect and enzyme alone for no effect
Y pestis TopoI: blocks Yersinia pestis topoisomerase I activity. Y. pestis Topo-I cleavage product accumulation, plate reader. activity, % at 10 µM. hit rate 0.064% among 360,000; in the data active = activity above about 50%, passing the limit was not always enough; also: inactives centre near 2
CCHFV vOTU inh: blocks the CCHF virus ovarian tumor domain protease. CCHFV vOTU protease, Pep-AMC fluorescence. hit rate 0.55% among 370,000. inhibition, % at 11.5 µM. AID 651958; in the data active = inhibition above about 30%; also: 0% = vehicle wells with enzyme and 100% = no enzyme wells
Starred values were filed as active, the others as inactive; i = inactive; . = no result given; & = joins results of further samples. Rule as the data show it, unless noted: active = inhibition above about 30%; inconclusive = no clear call, values can overlap the other calls; inactive = below that. An excerpt, so the mix of outcomes need not match the whole.

(1) CCCC1CCCCC12C(=O)NC(=O)NC2=O (configuration not stated)
(2) CCN(CC)C(=O)C1=C(C)N(Cc2ccccc2)C(=O)C(CC(=O)NCCCN(C)C)C1 (configuration not stated)
(3) Cc1ccc(Cn2c(C)c(C(=O)NCc3cccc(C(F)(F)F)c3)sc2=O)cc1
(4) COc1cccc(C(=O)Nc2ccc(NC(=O)c3cc4ccccc4o3)c(OC)c2)c1
(5) Cc1ccc(S(=O)(=O)NCCC(=O)N2CCN(S(=O)(=O)c3ccccc3)CC2)cc1C

entry no.	1	2	3	4	5
TcdB inh	0.0	1.1	0.4	0.1	1.7
SSB-PriA inh	-1	.	.	-4	-7
Anthrax LF prot	-2	-10	-15	21	1
PfHsp40 rescue	-0.9	.	.	-0.5	-0.6
3CLpro inhibitor	.	.	.	-9	.
BH1578 lux ind	-1.0	-0.4	i	-0.4	-0.5
DUSP3 inh	.	.	.	1	.
BoNT A protease	-0.4	-0.4	0.1	0.1	0.6
Y pestis TopoI	-5	-2	-4	3	33
CCHFV vOTU inh	1	10	1	-11	-8

(6) C[C@@H](c1ccccc1)N1Cc2ccccc2Oc2cc(Br)ccc2S1(=O)=O
(7) COc1ccc(C(=O)NCCC2=CCCCC2)cc1S(=O)(=O)N1CCOCC1
(8) O=C(CCN1c2ccccc2Sc2ccccc21)OCC(=O)N1CCN(C(=O)c2ccco2)CC1
(9) Cc1ccc(C2C=C(c3ccc4c(c3)OCO4)Nc3ncnn32)cc1 (configuration not stated)
(10) O=C(COc1ccc(Br)cc1F)NC1CCN(Cc2ccccc2)CC1

entry no.	6	7	8	9	10
TcdB inh	2.3	0.0	.	.	.
SSB-PriA inh	-9	-22	-12	10	-19
Anthrax LF prot	3	-6	2	0	0
PfHsp40 rescue	-2.2	0.5	-0.4	0.6	-0.7
3CLpro inhibitor	.	.	4	4	5
BH1578 lux ind	i	-0.8	.	-0.3	-0.5
DUSP3 inh	.	.	22	33	5
BoNT A protease	-0.5	-1.1	-1.4	-0.3	-0.1
Y pestis TopoI	9	-13	52*	13	10
CCHFV vOTU inh	-2	-8	10	2	-3

Rewritten tab-delimited: 8 of the compounds above.
item	molecule	TcdB inh	SSB-PriA inh	Anthrax LF prot	PfHsp40 rescue	3CLpro inhibitor	BH1578 lux ind	DUSP3 inh	BoNT A protease	Y pestis TopoI	CCHFV vOTU inh
3	Cc1ccc(Cn2c(C)c(C(=O)NCc3cccc(C(F)(F)F)c3)sc2=O)cc1	0.4	.	-15	.	.	i	.	0.1	-4	1
4	COc1cccc(C(=O)Nc2ccc(NC(=O)c3cc4ccccc4o3)c(OC)c2)c1	0.1	-4	21	-0.5	-9	-0.4	1	0.1	3	-11
5	Cc1ccc(S(=O)(=O)NCCC(=O)N2CCN(S(=O)(=O)c3ccccc3)CC2)cc1C	1.7	-7	1	-0.6	.	-0.5	.	0.6	33	-8
6	C[C@@H](c1ccccc1)N1Cc2ccccc2Oc2cc(Br)ccc2S1(=O)=O	2.3	-9	3	-2.2	.	i	.	-0.5	9	-2
7	COc1ccc(C(=O)NCCC2=CCCCC2)cc1S(=O)(=O)N1CCOCC1	0.0	-22	-6	0.5	.	-0.8	.	-1.1	-13	-8
8	O=C(CCN1c2ccccc2Sc2ccccc21)OCC(=O)N1CCN(C(=O)c2ccco2)CC1	.	-12	2	-0.4	4	.	22	-1.4	52*	10
9	Cc1ccc(C2C=C(c3ccc4c(c3)OCO4)Nc3ncnn32)cc1 (configuration not stated)	.	10	0	0.6	4	-0.3	33	-0.3	13	2
10	O=C(COc1ccc(Br)cc1F)NC1CCN(Cc2ccccc2)CC1	.	-19	0	-0.7	5	-0.5	5	-0.1	10	-3

Other results.
(11) O=C(N/N=C/c1cc([N+](=O)[O-])ccc1O)c1cccc2ccccc12
(12) O=C(NCc1ccccc1)c1cc(C2CCCN(S(=O)(=O)c3cccc4cccnc34)C2)on1 (configuration not stated)
(13) O=C1NC2(CCCCC2)Cc2ccccc21
(14) O=C(CCC(=O)N(CC(=O)NC1CCCC1)Cc1ccc2c(c1)OCO2)Nc1nccs1
(15) CN(c1ccccc1)S(=O)(=O)c1cccc(C(=O)OCC(=O)NCCCN2CCCC2=O)c1

entry no.	11	12	13	14	15
TcdB inh	1.5	1.3	.	-0.1	1.8
SSB-PriA inh	.	.	-6	.	-8
Anthrax LF prot	-5	2	-2	.	1
PfHsp40 rescue	-0.7	.	-0.4	.	-1.6
3CLpro inhibitor	-1	.	0	0	3
BH1578 lux ind	-0.3	i	-0.3	.	i
DUSP3 inh	6	.	8	11	-18
BoNT A protease	5.0	0.4	-0.7	.	1.5
Y pestis TopoI	0	17	4	.	8
CCHFV vOTU inh	5	0	-2	-14	10

(16) CC(=O)Nc1ccc(Nc2nc(-c3c(C)nc4ccccn34)cs2)cc1
(17) CN1CCN(C(=O)C2=C[C@H](c3csc4ccccc34)C[C@H](OCc3ccc(CO)cc3)O2)CC1
(18) CCC(C)NC(=O)c1ccc(COc2ccccc2Cl)cc1 (configuration not stated)
(19) c1ccc2sc(SCc3ccc(-c4nnco4)cc3)nc2c1
(20) COC(=O)c1cc(C)sc1NC(=O)CN1CCN(C(=O)C2CCCO2)CC1 (configuration not stated)

entry no.	16	17	18	19	20
TcdB inh	1.4	1.4&-0.1	.	.	0.4
SSB-PriA inh	3	12	-4	-16	2
Anthrax LF prot	.	-3	1	-2	2
PfHsp40 rescue	.	-2.1	-1.1	-0.1	0.4
3CLpro inhibitor	.	-3	1	7	-1
BH1578 lux ind	0.5	i	i	10	-2.9
DUSP3 inh	.	28	-4	14	22
BoNT A protease	.	0.2	-7.4	0.5	0.7
Y pestis TopoI	-8	29	-1	41	2
CCHFV vOTU inh	2	-4	5	16	2

(21) Cc1ccc(S(=O)(=O)N2CCC[C@H]2C(=O)OCc2cc(=O)oc3cc(C)ccc23)cc1
(22) CC[C@]12C(=O)N(C)C[C@H]([C@@H]3C(=O)N(C)C(=O)[C@@H]31)N2C(=O)c1ccc(C)cc1
(23) COc1cc(/C=N/NC(=O)c2ccc(O)cc2)ccc1OCC(=O)N1CC(C)OC(C)C1 (configuration not stated)
(24) CCc1ccc(NC(=O)Cn2cnc3sc(C)c(S(=O)(=O)N4CCOCC4)c3c2=O)cc1
(25) OC[C@@H]1CN(C2CCCC2)C[C@H](n2cnc3c(N4CCCC4)ncnc32)O1

entry no.	21	22	23	24	25
TcdB inh	0.8	0.2	1.1	1.0	0.0
SSB-PriA inh	-8	2	i	-9	.
Anthrax LF prot	0	-3	-5	-2	-4
PfHsp40 rescue	1.2	-1.0	1.0	-0.8	.
3CLpro inhibitor	.	.	-2	2	.
BH1578 lux ind	i	0.5	-0.4	-0.1	-0.5
DUSP3 inh	.	.	-10	20	.
BoNT A protease	0.0	-0.9	-1.1	-5.0	-0.6
Y pestis TopoI	27	9	-1	-8	-6
CCHFV vOTU inh	17	-9	2	0	-5

(26) CC(C)(C)OC(=O)NCCCCCc1nnc(SCc2ccccc2F)o1
(27) CCc1cc2c(=O)[nH]c(Cc3ccc(OC)cc3)nc2s1
(28) COc1ccccc1OCC(=O)N/N=C/C=C/c1ccc([N+](=O)[O-])o1
(29) CC(Oc1ccccc1C(N)=O)C(=O)Nc1ccc(S(=O)(=O)N2CCCC2)cc1 (configuration not stated)
(30) COC(=O)/C=C1/S/C(=N/NC(=O)c2ccccc2)NC1=O

entry no.	26	27	28	29	30
TcdB inh	1.9	1.0	-5.3	8.8	.
SSB-PriA inh	-5	-4	.	15	.
Anthrax LF prot	-4	0	-3	-2	-1
PfHsp40 rescue	7.8	0.2	2.7	-0.6	-0.6
3CLpro inhibitor	11	-4	-1	.	0
BH1578 lux ind	i	i	0.2	i	-0.7
DUSP3 inh	6	5	-3	.	23
BoNT A protease	0.4	-0.1	3.5	0.3	-0.1
Y pestis TopoI	25	-3	-5	-1	-4
CCHFV vOTU inh	9	-8	7	-3	12

(31) COc1ccc(C)cc1NC(=O)/C=C/c1ccc(OC)c(S(=O)(=O)N2CCOCC2)c1
(32) Oc1ccc2ccccc2c1C=NNc1ccccn1
(33) O=C1CC(c2ccc3c(c2)OCO3)CN1 (configuration not stated)
(34) COC(=O)c1ccc2c(=O)n(CCN3CCOCC3)c(=S)[nH]c2c1
(35) COc1ccc(-c2ccc(SCC(=O)N3CCCC3)nn2)cc1OC

entry no.	31	32	33	34	35
TcdB inh	-1.5	0.9	.	.	.
SSB-PriA inh	-1	.	5	-11	-17
Anthrax LF prot	2	-6	1	-5	0
PfHsp40 rescue	0.0	-1.1	-0.5	-0.4	0.1
3CLpro inhibitor	.	.	-5	6	0
BH1578 lux ind	i	i	-0.6	i	-0.2
DUSP3 inh	.	.	23	6	25
BoNT A protease	2.2	0.0	-0.6	0.3	3.3
Y pestis TopoI	24	-4	-11	0	13
CCHFV vOTU inh	-2	9	26	-17	3

(36) COc1ccc(Br)cc1S(=O)(=O)Nc1ncn[nH]1
(37) COc1ccc2[nH]c3c(c2c1)CCN1C(=O)C(CC(=O)NCc2ccc(OC)c(OC)c2)C[C@H](C(=O)N(C(C)C)C(C)C)[C@@]31C (some centres not stated)
(38) CCCCCc1c2c(cc(O)c1C(=O)O)OC(=O)c1c(cc(OC)cc1C(=O)CCCC)O2
(39) CC(=O)Oc1ccc2nc(-c3cccs3)oc(=O)c2c1
(40) Cc1c(NC(=O)c2ccc(-c3cccc([N+](=O)[O-])c3)o2)c(=O)n(-c2ccccc2)n1C

entry no.	36	37	38	39	40
TcdB inh	0.5	1.3	.	.	0.8
SSB-PriA inh	-19	21	2	-8	5
Anthrax LF prot	-2	-7	-3	2	0
PfHsp40 rescue	-2.2	-0.5	4.1	-0.5	-0.9
3CLpro inhibitor	-3	.	15*	-1	4
BH1578 lux ind	-0.3	-0.4	-0.5	i	-0.4
DUSP3 inh	-2	.	26	8	39
BoNT A protease	-4.4	-0.2	0.2	1.0	-0.4
Y pestis TopoI	7	35	12	-2	-2
CCHFV vOTU inh	-2	13	.	-6	14

(41) COc1ccc(CC(=O)Nc2cc(C)c3c(=O)oc4ccccc4c3n2)cc1
(42) COc1ccccc1CNC(=O)C1(c2ccc(Cl)cc2)CC1
(43) CCCCN1C(=O)C(C(=O)OCc2ccccc2)CC2=C1CCCC2=O (configuration not stated)
(44) Cn1c(C(=O)NC2CC2)cc(=O)n(C)c1=O
(45) Cc1ccc(CNC(=O)C(=O)NCC2OCCN2S(=O)(=O)c2ccc(C)cc2)cc1 (configuration not stated)

entry no.	41	42	43	44	45
TcdB inh	-3.1	-0.8	0.6	0.6	-10
SSB-PriA inh	2	-4	-10	0	-2
Anthrax LF prot	-8	-1	3	-1	-7
PfHsp40 rescue	-0.6	-1.2	0.0	-0.5	0.4
3CLpro inhibitor	.	4	.	1	2
BH1578 lux ind	-0.2	i	i	-0.1	i
DUSP3 inh	-2	1	.	-2	14
BoNT A protease	-0.1	-0.5	-0.4	0.2	2.3
Y pestis TopoI	10	-2	11	-2	1
CCHFV vOTU inh	-2	-12	-1	1	-2

(46) O=C(O)CCN1C(=O)NC2(CCCC2)C1=O
(47) COc1ccc(NC(=O)CN(C)C(=O)c2cccc(S(=O)(=O)N3CCN(c4ccc(F)cc4)CC3)c2)cc1
(48) OCCCNC(=S)Nc1ccc(Oc2ccccc2)cc1
(49) CC1CN(C(=O)c2cccc(S(=O)(=O)N3CCN(c4ccc(F)cc4)CC3)c2)CC(C)O1 (configuration not stated)
(50) O=C1CCc2cc(S(=O)(=O)NCCC(=O)NC3CCCCC3)ccc2N1

entry no.	46	47	48	49	50
TcdB inh	.	1.0	0.0	-0.4	-0.7
SSB-PriA inh	-12	1	-10	9	2
Anthrax LF prot	-2	-9	-1	-2	-2
PfHsp40 rescue	-1.4	2.5	2.1	-0.4	-2.0
3CLpro inhibitor	2	.	-6	3	-1
BH1578 lux ind	5.0	-6.2	-0.3	i	-0.4
DUSP3 inh	7	.	3	14	6
BoNT A protease	0.1	-0.3	-0.1	-7.8	-0.6
Y pestis TopoI	-3	24	-1	28	-5
CCHFV vOTU inh	-9	11	-2	-9	6

Screens deposited in PubChem BioAssay by several laboratories.
